Assay outcomes (PubChem)
MrgX1 PAM: allosterically activates human MrgX1 receptor signaling | Q96LB2 | MrgX1-HEK293, Fluo-4 calcium flux, FDSS; hits give high values | B-score at 10 µM | 0.63% of 310,000 active;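 active = plate-corrected calcium response at least 3 library SD above typical, normal starting fluorescence, not activating the receptor alone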;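 also: compound read alongside a low EC10 to EC30 dose of BAM8-22 agonist; peak minus trough fluorescence over baseline measured at the second addition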
TRPC6 activator: activators of mouse TRPC6 channel. 0.13% of 310,000 active. B-score at 10 µM. AID 2550. HEK293-TRPC6 membrane potential dye fluorescence; hits give high values. Q61143;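 active = B-score of the integrated fluorescence ratio above library mean plus 3 SD, and starting fluorescence ratio within library mean plus 5 SD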;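 also: higher score means more depolarization so channel activation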
TRPC4 act: activators of mouse TRPC4 channel; Q9QUQ5; HEK293 TRPC4beta/mu-opioid, Fluo4 calcium fluorescence; hits give high values; B-score at 10 µM; 0.49% of 310,000 active;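 active = B-score above 5 SD of library B-scores, and initial fluorescence ratio not above library mean plus 5 SD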;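 also: positive B-score marks a calcium rise read as TRPC4 activation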
Target sequence (Q9QUQ5 whole entry, looked up): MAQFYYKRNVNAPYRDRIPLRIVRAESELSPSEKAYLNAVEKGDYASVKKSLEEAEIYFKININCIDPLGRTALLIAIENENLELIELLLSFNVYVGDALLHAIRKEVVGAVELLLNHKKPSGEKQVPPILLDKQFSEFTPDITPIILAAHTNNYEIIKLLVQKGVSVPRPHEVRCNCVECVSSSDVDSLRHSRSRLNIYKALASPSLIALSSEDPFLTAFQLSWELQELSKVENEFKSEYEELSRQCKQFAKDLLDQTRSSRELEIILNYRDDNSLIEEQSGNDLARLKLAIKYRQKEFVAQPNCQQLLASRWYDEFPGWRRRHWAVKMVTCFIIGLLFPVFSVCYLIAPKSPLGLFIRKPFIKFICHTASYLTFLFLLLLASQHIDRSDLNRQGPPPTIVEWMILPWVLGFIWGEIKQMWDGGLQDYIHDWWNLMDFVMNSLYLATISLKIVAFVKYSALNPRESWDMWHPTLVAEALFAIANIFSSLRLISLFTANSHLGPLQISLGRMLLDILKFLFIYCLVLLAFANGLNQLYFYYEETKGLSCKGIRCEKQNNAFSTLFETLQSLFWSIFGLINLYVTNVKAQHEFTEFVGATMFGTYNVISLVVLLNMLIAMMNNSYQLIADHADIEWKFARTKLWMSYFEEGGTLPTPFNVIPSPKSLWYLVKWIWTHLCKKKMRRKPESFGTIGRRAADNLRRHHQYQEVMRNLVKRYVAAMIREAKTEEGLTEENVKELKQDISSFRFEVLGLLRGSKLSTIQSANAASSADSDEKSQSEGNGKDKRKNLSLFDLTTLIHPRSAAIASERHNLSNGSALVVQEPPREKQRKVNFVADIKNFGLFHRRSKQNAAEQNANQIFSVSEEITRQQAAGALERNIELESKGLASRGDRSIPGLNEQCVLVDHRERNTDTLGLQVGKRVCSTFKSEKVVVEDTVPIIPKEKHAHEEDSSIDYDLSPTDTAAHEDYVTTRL
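Material: TRPC4beta and mu-opioid receptor HEK293 stable cells | Incubation: 45 min room-temperature Fluo4 loading, 110 s read | Detection: Kinetic Fluo4 calcium fluorescence | Measure: Integrated baseline-normalised fluorescence ratio, converted to per-well B score | Benchmarks: Low control buffer alone, high control maximal DAMGO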
TMEM16A act: activates or potentiates the mouse TMEM16A chloride channel; 0.3% of 340,000 active; B-score at 10 µM; AID 623877; Q8BHY3; HEK293 TMEM16A/YFP-H148Q/I152L, iodide quench fluorescence; hits give low values;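 active = fluorescence-ratio B-score plate-corrected deviation score at least 3 library SD below zero, with starting fluorescence score within 5 deviations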;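 also: channel opened by trigger with iodide after compound preincubation; score built on the fluorescence ratio of max minus min over baseline; more negative score means more quench and so TMEM16A activation or potentiation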
MrgX1 agonist: agonists of human MrgX1 receptor. Q96LB2. MrgX1-HEK293 cells, Fluo-4 calcium fluorescence, agonist mode; hits give high values. B-score at 10 µM. 0.44% of 310,000 active. AID 588627;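 active = calcium response B-score plate-corrected fluorescence ratio at least 3 library SD, with starting fluorescence B-score inside 5 SD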
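System – MrgX1-expressing HEK293 cells · Incubation – cells plated overnight, dye loaded 0.5 h 37 °C, 0.5 h room temperature · Technique – kinetic Fluo-4 NW fluorescence of intracellular calcium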
TMEM16A inh: inhibitors of mouse TMEM16A calcium-activated chloride channel | 1.2% of 310,000 active | Q8BHY3 | HEK293 TMEM16A/YFP iodide influx fluorescence, ionomycin | normalized B-score (activity score, 25-100; higher = stronger inhibition) at 10 µM;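 active = ratio plate-corrected score three or more library SD toward inhibition, starting fluorescence score within five deviations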;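 also: score derived from kinetic fluorescence span divided by baseline fluorescence per well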
SKKanGAS inh: SKKanGAS growth inhibition. S. pyogenes SKKanGAS, kanamycin growth, BacTiter-Glo, 6 h. inhibition, % at 7.5 µM. 1.3% of 300,000 active;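 active = mean replicate score, as percent of positive control median, at least 50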;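 also: strain carries kanamycin resistance gene driven by streptokinase promoter and grows in 40 µg/ml kanamycin; loss of luminescence reflects streptokinase promoter inhibition or plain growth inhibition; 0% = median of DMSO wells and 100% = positive control at its reference dose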
MrgX1 antag: blocks BAM8-22 activation of human MrgX1 receptor; MRGX1-HEK293 calcium flux, Fluo-4, BAM8-22 antagonism; hits give low values; AID 588676; 1.3% of 310,000 active; B-score at 10 µM; Q96LB2;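 active = calcium-response B-score plate-corrected more than 3 library SD below zero, starting fluorescence within 5 deviations, no agonist response on first addition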;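 also: peak minus trough fluorescence over baseline after final BAM8-22 challenge near maximal dose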
TRPC4 PAM: allosterically enhances the mouse TRPC4 cation channel; AID 2227; HEK293 TRPC4beta/mu-opioid, DAMGO EC20, Fluo-4 Ca2+ flux; hits give high values; Q9QUQ5; 0.42% of 310,000 active; B-score at 10 µM;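 active = B-score of calcium response area above 5 SD of library B-scores, with initial fluorescence ratio within 5 SD of library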;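 also: B-score of integrated fluorescence ratio over time as area under calcium response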
TRPC6 inh: inhibitors of mouse TRPC6 channel. HEK293-TRPC6, membrane potential dye, ACh-evoked depolarization; hits give low values. B-score at 10 µM. 1.1% of 310,000 active. AID 2553;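 active = B-score under library mean minus 3 SD, initial fluorescence not abnormally high, positive integrated signal ratio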;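 also: B-score derived from integrated fluorescence ratio over the kinetic read; more negative B-score means stronger inhibition of depolarization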
TRPC4 block: inhibitors of mouse TRPC4 channel. Q9QUQ5. HEK293 TRPC4beta/mu-opioid, DAMGO-evoked Fluo4 calcium flux; hits give low values. B-score at 10 µM. 0.39% of 300,000 active. AID 2247;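 active = B-score over 3 SD under the library average, no early fluorescence shift, positive overall ratio signal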
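System: stable TRPC4beta/mu-opioid receptor HEK293 cells; Dosing: single-point compound dosing; Measured by: Fluo4 Ca2+ flux fluorescence; Read-out basis: per-well B score of integrated baseline-normalized Fluo4 ratio.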
Starred values were filed as active, the others as inactive; i = inactive; / = not tested or not shown. Rows are unselected; any-hit rate near 6.7%.

entry	structure	MrgX1 PAM	TRPC6 activator	TRPC4 act	TMEM16A act	MrgX1 agonist	TMEM16A inh	SKKanGAS inh	MrgX1 antag	TRPC4 PAM	TRPC6 inh	TRPC4 block
1	CCc1ccc([C@@H]2CC=C(C(=O)O)[C@H](c3ccc(Cl)cc3)N2S(=O)(=O)c2ccc(C)cc2)cc1	i	/	/	i	i	100*	/	i	/	/	/
2	COc1ccc(N2CCN(C(=O)c3cc([N+](=O)[O-])ccc3N3CCN(CCO)CC3)CC2)cc1	i	i	i	i	i	i	0	i	i	i	i
3	CCOC(=O)c1cc(-c2ccc(OC(F)F)cc2)nc2c1c(=O)[nH]c(=O)n2C	i	i	i	i	i	i	100*	i	i	i	i
4	COc1ccc(N(CC(=O)N/N=C(\C)c2ccc(OC)c(OC)c2)S(=O)(=O)c2ccccc2)cc1	i	i	i	/	i	i	2	i	i	i	i
5	COc1cccc(CNC(=O)c2cc(COc3c(F)cccc3F)on2)c1	i	i	i	i	i	i	-15	i	i	i	i
6	O=c1cc(O)c2c(=O)n(Cc3ccccc3)c3ccccc3c2o1	i	i	i	i	i	i	15	i	i	i	i
7	COCCCn1cnnc1SCC(=O)Nc1ccc(S(=O)(=O)N2CCCC2)cc1	i	i	i	i	i	i	-3	i	i	i	i
8	CCN(CC)C1CC(=O)N(c2cccc(Cl)c2)C1=O (configuration not stated)	i	i	i	i	i	i	-2	i	i	i	i
9	O=C(NCCO)c1ccc2[nH]c3ccccc3c2c1	i	i	i	i	i	i	-7	i	i	i	i
10	CSc1ccc(S(=O)(=O)N2CCC(C(=O)Nc3ccccc3C(F)(F)F)CC2)cc1	i	i	i	i	i	i	-14	i	i	i	i
11	COCCN1CCn2c(nc3cc(NC(=O)NC4CCCCC4)ccc32)C1	i	/	/	i	i	i	/	i	/	/	/
12	CCCOc1ncnc2c1[nH]c1ccccc12	i	i	i	i	i	i	-4	i	i	i	i
13	COC(=O)c1cc(C(=O)c2ccc(Cl)cc2Cl)cn1C	i	i	i	i	i	i	7	i	i	i	i
14	COc1ccc(C2=NN(C(=O)c3ccccc3)C(c3cccc([N+](=O)[O-])c3)C2)cc1 (configuration not stated)	i	i	i	i	i	i	4	i	i	i	i
15	C#CCOCCOCCOCCNc1nc(OC)nc(N2CCN(C(=O)[C@H](CCC(=O)O)n3cc(C(N)CO)nn3)CC2)n1 (some centres not stated)	i	/	/	i	i	i	/	i	/	/	/
16	CCOC(=O)C(NC(=O)CC(C)C)(Nc1cc(C)on1)C(F)(F)F (configuration not stated)	i	i	i	i	i	i	4	i	i	i	i
17	O=C(NC1CC2CCC(C1)N2Cc1ccco1)c1ccccc1 (configuration not stated)	i	i	i	i	i	i	-5	i	i	i	i
18	CN(C(=S)SCc1ccccc1)C1CCS(=O)(=O)C1 (configuration not stated)	i	i	i	i	i	i	-2	i	i	i	i
19	CC1=CC(C)(C)N(C(=O)CN2C(=O)CCC2=O)c2ccc(C)cc21	i	i	i	i	i	i	2	i	i	i	i
20	O=[N+]([O-])c1c(-c2cn[nH]c2)n[nH]c1-c1cn[nH]c1	i	i	i	i	i	i	1	i	i	i	i
21	CCC(=O)Nc1ccc(OCc2nnc3c4ccccc4c(C)nn23)cc1	i	i	i	i	i	i	5	i	i	i	i
22	Cc1ccc(C(=O)/C=C/NCc2ccc(F)cc2)cc1	i	i	i	i	i	i	-12	i	i	i	i
23	FC(F)Oc1ccc(-n2cc(-c3ccc(Cl)cc3)[n+]3c2CCCCC3)cc1	i	i	i	i	i	i	4	i	i	i	i
24	COc1ccc(S(=O)(=O)Nc2ccc(-c3ccc(N4CCCC4)nn3)cc2)cc1C	i	i	i	i	i	i	1	i	i	i	i
25	O=C(NCc1cccs1)Nc1cc(Cl)ccc1Cl	i	i	i	i	i	i	3	i	i	i	i

Single records, from the list above. Order of screens: MrgX1 PAM, TRPC6 activator, TRPC4 act, TMEM16A act, MrgX1 agonist, TMEM16A inh, SKKanGAS inh, MrgX1 antag, TRPC4 PAM, TRPC6 inh, TRPC4 block
`COCCCn1cnnc1SCC(=O)Nc1ccc(S(=O)(=O)N2CCCC2)cc1` as listed: i, i, i, i, i, i, -3, i, i, i, i
`COc1ccc(C2=NN(C(=O)c3ccccc3)C(c3cccc([N+](=O)[O-])c3)C2)cc1` (configuration not stated) as listed: i, i, i, i, i, i, 4, i, i, i, i

More records follow.
entry	structure	MrgX1 PAM	TRPC6 activator	TRPC4 act	TMEM16A act	MrgX1 agonist	TMEM16A inh	SKKanGAS inh	MrgX1 antag	TRPC4 PAM	TRPC6 inh	TRPC4 block
26	CC(NC(=O)C(NS(=O)(=O)c1cccc2nsnc12)C(C)C)c1ccccc1 (configuration not stated)	i	i	i	i	i	i	4	i	i	i	i
27	COc1ccccc1C(=O)N=c1sc2c(C)ccc(OC)c2n1C	i	i	i	i	i	i	-13	i	i	i	i
28	CC(C)Oc1ccc(CCC(=O)NNC(=S)Nc2ccccc2)cc1	i	i	i	i	i	i	-8	i	i	i	i
29	COc1ccc(CNC(=O)CN2C(=O)CSc3ccc(S(=O)(=O)N4CCCCC4)cc32)cc1	i	i	i	i	i	i	12	i	i	i	i
30	CCCc1[nH]nc2c1C(c1ccc(OC)cc1OC)C(C#N)=C(N)O2 (configuration not stated)	i	i	i	i	i	i	1	i	i	i	i
31	Cc1c(C(=O)N2CCC(C(N)=O)CC2)sc(N)c1C#N	i	i	i	i	i	i	/	i	i	i	i
32	Cn1ccs/c1=N\C(=O)Nc1cccc(Cl)c1	i	i	i	i	i	i	4	i	i	i	i
33	O=C(/C(=C/O)N=Nc1ccccc1Cl)c1ccccc1	i	i	i	i	i	i	-2	i	i	i	i
34	CCC1CCCCN1C(=O)CSc1nnc(CNC(=O)c2ccco2)o1 (configuration not stated)	i	i	i	i	i	i	0	i	i	i	i
35	COc1cc2c(cc1OC)C(COc1ccc(F)cc1)N(C(C)=O)CC2 (configuration not stated)	i	i	i	i	i	i	0	i	i	i	i
36	COC(=O)c1ccccc1NC(=O)c1sc(=S)n(C)c1N	i	i	i	i	i	i	-7	i	i	i	i
37	CC1=C(C(N)=O)C(c2ccc(Br)cc2)n2nc(CCCO)nc2N1 (configuration not stated)	i	i	i	i	i	i	0	i	i	i	i
38	COC(=O)C1=C(C)NC2=C(C(=O)c3ccccc32)C1c1ccc(-c2ccc(C(=O)O)cc2)o1 (configuration not stated)	16*	i	i	i	i	25*	61*	i	16*	i	i
39	COc1ccc2cc(C#N)c(NC(C)C)nc2c1	i	i	i	i	i	i	-4	i	i	i	i
40	COc1ccc(-c2onc3ccc(C(C)=O)cc23)cc1	i	i	i	-5.1*	i	i	1	i	i	i	i
41	O=C(NCC1CCCO1)C1CC(=O)N(c2cccc(Cl)c2)C1 (configuration not stated)	i	i	i	i	i	i	1	i	i	i	i
42	CC(C)C(NS(=O)(=O)c1cccs1)C(=O)Nc1nc(C(C)(C)C)cs1 (configuration not stated)	i	i	i	i	i	i	-2	i	i	i	i
43	COC(=O)c1ccccc1NC(=O)CN(CCc1ccccc1)S(C)(=O)=O	9.5*	i	i	i	i	i	-4	i	i	i	i
44	CC(=O)/C=C/c1ccc2ccccc2n1	i	i	i	i	i	i	-11	i	i	i	i
45	Cc1ccc(NC(=O)CSc2nnc(-c3cccnc3)o2)c(C)c1	i	i	i	i	i	i	-4	i	i	i	i
46	COc1ccccc1CNc1ccc2nnc(CCNC(=O)c3ccc(C)cc3)n2n1	i	i	i	i	i	i	12	i	i	i	i
47	CC(=O)N1N=C(c2ccccc2)CC1c1cccc([N+](=O)[O-])c1 (configuration not stated)	i	i	i	i	i	i	-3	i	i	i	i
48	CCC(C)[C@H](NC(=O)NCCCc1ccccc1)C(=O)OC (some centres not stated)	i	i	i	i	i	i	0	i	i	i	i
49	COc1ccc(C(C)=O)cc1CN1C(=O)NC(CC(C)C)C1=O (configuration not stated)	i	i	i	i	i	i	-4	i	i	i	i
50	CCCOc1ccc(C(C)=O)cc1CSCCC#N	i	i	i	i	i	i	-7	i	i	i	i

New compounds follow:
entry	structure	MrgX1 PAM	TRPC6 activator	TRPC4 act	TMEM16A act	MrgX1 agonist	TMEM16A inh	SKKanGAS inh	MrgX1 antag	TRPC4 PAM	TRPC6 inh	TRPC4 block
51	O=C1c2ccccc2NC(c2cccc(F)c2)N1Cc1ccccc1 (configuration not stated)	i	i	i	i	i	i	5	i	i	i	i
52	Cn1ccnc1SCC(=O)c1cc2ccccc2o1	i	i	i	i	i	i	18	i	i	i	i
53	Cc1nn2c(NCCCn3ccnc3)cc(C(C)C)nc2c1-c1ccccc1	i	i	i	i	i	i	15	i	i	i	i
54	Cc1nc2sc(C(c3ccco3)N3CCN(c4ccccc4F)CC3)c(O)n2n1 (configuration not stated)	i	i	i	i	i	i	-1	i	i	i	i
55	CCOc1cc(S(=O)(=O)NC2CC(C)(C)NC(C)(C)C2)ccc1F	i	i	i	i	i	i	1	i	i	i	i
56	Cc1ccc(NC(=O)COC(=O)C(NS(=O)(=O)c2ccc(Cl)cc2)C(C)O)c(Br)c1 (configuration not stated)	i	i	i	i	i	i	-11	i	i	i	i
57	CCOCCCNCC(=O)NC1(C)C2CCC(C2)C1(C)C (configuration not stated)	i	i	i	i	i	i	4	i	i	i	i
58	O=C(Nc1ccc(Br)c2ccccc12)c1ccc2ccccc2c1O	i	i	i	i	i	100*	100*	i	i	i	i
59	COc1ccc(/C=C2/N=C(c3cccs3)OC2=O)cc1OC(C)C	i	i	i	i	i	i	-8	i	i	i	i
60	O=C(CN(C(=O)c1ccccc1Cl)C1CCCCC1)Nc1ccc(Cl)c([N+](=O)[O-])c1	i	i	i	i	i	i	3	i	i	i	i
61	Cc1ccc(-c2ccc(CCC(=O)O)n2-c2cccc(C(=O)O)c2)cc1	i	i	i	i	i	i	2	i	i	i	i
62	Cc1ccc2nc3c(c(Nc4ccccc4)c2c1)CCC3	i	i	i	i	i	i	0	i	i	i	i
63	N=c1oc2ccc(Br)cc2cc1C(=O)NCc1ccc(F)cc1	i	i	i	i	i	i	10	i	12*	i	i
64	CCSc1nc(C2CC2)cc(-c2cccs2)c1C#N	i	i	i	i	i	i	10	i	i	i	i
